# GPR55 LPI antagonism: inhibition of LPI-stimulated GPR55 beta-arrestin translocation – imaging, U2OS, beta-arrestin-GFP, LPI agonist, primary screen (AID 2013) | 290,000 tested, 0.13% active | inhibition, % at 10 µM, or IC50 in µM where a hit was titrated | U2OS GPR55 beta-arrestin-GFP translocation imaging, LPI antagonism; higher % means a stronger effect;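 active means spots per cell inhibited over 60%, with over 100 cells counted and total cytoplasm intensity under 500,000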;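 further: U2OS cells stably carrying GPR55 and arrestin-GFP stimulated by 5 µM LPI near EC80; imaged beta-arrestin-GFP aggregate spots per cell after agonist stimulation; plate controls were LPI-stimulated DMSO wells for no effect and DMSO wells without LPI for full effect; some results filed as inactive read as strong as hits; confirmed hits need IC50 under 10 µM and bright autofluorescent wells are also inconclusive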
# GPR35 arrestin U2OS: inhibition of zaprinast-stimulated GPR35 beta-arrestin translocation – imaging, U2OS, beta-arrestin-GFP, zaprinast agonist, primary screen (AID 2058); U2OS GPR35 beta-arrestin-GFP translocation imaging, zaprinast antagonism; higher % means a stronger effect; one-dose inhibition, % at 10 µM; IC50 in µM for titrated hits; 290,000 tested, 0.052% active;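 active means inhibition of at least 50% with at least 30 cells and total cytoplasm GFP at most 10,000,000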
# PhoP inhibition: PhoP-dependent GFP reporter repression – Salmonella Typhimurium, primary screen (AID 1863); S. Typhimurium PhoP-regulated promoter GFP reporter, 4 h; higher % means a stronger effect; inhibition, % at 50 µM; hits with a dose series show IC50 in µM; 300,000 tested, 0.16% active;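 active means inhibition over 29.93%, a cutoff 3 SD above the screen mean, later confirmed by dose response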;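 further: 0% = low Mg2+ inducing control and 100% = high Mg2+ repressing control; strong numbers were not always called active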
# LYP inhibition: PTPN22 lymphoid phosphatase activity blockers – biochemical, fluorescence intensity, uHTS (AID 1779); 290,000 tested, 0.054% active; one-dose inhibition, % at 11.5 µM; IC50 in µM for titrated hits; recombinant LYP phosphatase, fluorescence intensity; higher % means a stronger effect; in the data active means inhibition above about 50%;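 further: plate controls were vehicle with enzyme for no effect and no enzyme for full effect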
# MgcRacGAP inhibition: MgcRacGAP GTPase-activating activity inhibitors, confirmation, biochemical, ADP Hunter fluorescence; inhibition, % at 30 µM; hits with a dose series show IC50 in µM; 340,000 tested, 0.6% active; MgcRacGAP-stimulated Rac1 GTP hydrolysis, ADP Hunter fluorescence; higher % means a stronger effect; GST-tagged Rac1 F28L mutant substrate; AID 624330;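 active means first-screen hits whose inhibition reached a set limit at any dose in the follow-up dose series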;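 further: fluorescence reports GDP produced by GAP-driven GTP hydrolysis; strong numbers were not always called active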
# NTR1 agonist: NTR1-driven beta-arrestin-GFP spot formation – imaging, U2OS cells, high content, primary screen (AID 493036); agonist mode; activation, % at 20 µM; 330,000 tested, 0.17% active;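 active means activation at or above 40% of the spot to cytoplasm intensity ratio, with at least 20 cells analyzed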;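 further: 0% = DMSO without peptide and 100% = 100 nM NTR1 peptide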
# Target sequence (P30989 whole entry, looked up): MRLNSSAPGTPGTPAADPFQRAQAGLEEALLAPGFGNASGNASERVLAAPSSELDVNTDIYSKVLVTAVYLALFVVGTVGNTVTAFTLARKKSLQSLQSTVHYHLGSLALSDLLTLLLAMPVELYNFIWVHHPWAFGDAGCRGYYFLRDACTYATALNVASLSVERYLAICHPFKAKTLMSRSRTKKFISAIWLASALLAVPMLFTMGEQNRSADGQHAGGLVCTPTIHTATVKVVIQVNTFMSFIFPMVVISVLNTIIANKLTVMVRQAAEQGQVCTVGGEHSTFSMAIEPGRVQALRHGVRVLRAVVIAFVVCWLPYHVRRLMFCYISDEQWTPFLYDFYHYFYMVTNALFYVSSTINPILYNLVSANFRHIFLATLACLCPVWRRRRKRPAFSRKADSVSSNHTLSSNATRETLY
# Myeloid diff MLP: myeloid differentiation induction; calls only at 10 µM; ER-HoxA9 myeloid progenitors, lysozyme-GFP differentiation, flow cytometry; 360,000 tested, 1% active;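 active means normalized GFP-positive differentiation at or above the plate's own cutoff, the solvent-only control mean plus 3 SD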;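 further: cells exposed to compound for four days before flow analysis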
# HIV peptide binding: inhibitors of HIV fusion peptide binding, primary screen, biochemical, uHTS, fluorescence dequenching (AID 1986); cell-free peptide binding, fluorescence dequenching, 30 min; higher % means a stronger effect; one-dose inhibition, % at 20 µM; IC50 in µM for titrated hits; 290,000 tested, 0.3% active; in the data active means inhibition mostly above about 52%, no sharp cut-off; inactive means mostly below about 76%; further: some results filed as inactive read as strong as hits
# Siah-1 displacement: blockers of Siah-1 interaction with plectin peptide – biochemical, fluorescence polarization, rhodamine-plectin, uHTS, primary screen (AID 1817); 290,000 tested, 0.02% active; displacement, % at 20 µM; hits with a dose series show IC50 in µM; Siah-1 / rhodamine-plectin peptide fluorescence polarization; higher % means a stronger effect;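 active means displacement of at least 50% at 20 µM, with a fluorescence ratio check between 0.3 and a set limit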;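 further: plate controls were Siah plus tracer with DMSO for no effect and tracer alone without Siah for full effect; strong numbers were not always called active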
# NTR1 agonist cell count 20 µM: second read-out of NTR1 agonist, no call of its own (marks repeat the call); cell count; measured here: cell count, cytotoxicity flag
# Myeloid diff MLP GFP+ MAC1+ %: recorded beside Myeloid diff MLP, whose call it bears; GFP+ MAC1+ double positive, %; measured here: differentiation confirmed by MAC1 staining
# Active calls of the source: *; i = inactive; x = no result given; + = active, no number.
cpd	Compound	GPR55 LPI antagonism	GPR35 arrestin U2OS	PhoP inhibition	LYP inhibition	MgcRacGAP inhibition	NTR1 agonist	NTR1 agonist cell count 20 µM	Myeloid diff MLP	Myeloid diff MLP GFP+ MAC1+ %	HIV peptide binding	Siah-1 displacement
1	CC1CCN(C(=O)NC(=O)c2ccccc2)CC1	-18%	11%	-1%	-12%	10%	0.0	53	i	0.6	-1.0%	0%
2	Cc1ccc(NC(=O)c2nc[nH]c2C(=O)Nc2ccc(C)cc2)cc1	14%	3%	1%	-3%	8%	1.3	61	i	0.5	0.6%	0%
3	CCOC(=O)C1C(=O)CC(C)(O)C(C(=O)OCC)C1c1cccc(OC(F)(F)C(F)F)c1 (configuration not stated)	-2%	1%	12%	-7%	5%	-1.1	81	i	0.7	1.7%	0%
4	CN(C)S(=O)(=O)N1CCN(CC(O)COc2ccc(-c3ccccc3)cc2)CC1 (configuration not stated)	9%	-7%	-2%	-3%	16%	-0.9	64	i	1.0	-0.8%	2%
5	CSc1nc(Oc2ccc3ccccc3c2)c2sccc2n1	-8%	3%	2%	6%	10%	5.7	29	+	2.3*	-0.5%	-1%
6	Cc1cc(C)n2nc(C(=O)OCC(=O)N(C)C3CCCCC3)nc2n1	x	x	-7%	x	12%	0.5	61	i	0.5	x	x
7	Cc1ccccc1CNC(=O)CCCn1ncn2c(cc3occc32)c1=O	-1%	11%	0%	-2%	5%	-0.2	76	i	2.6	-2.5%	-1%
8	COc1ccc(-n2c(=O)c3ccccc3n(CC(=O)NC3CCCCC3)c2=O)cc1OC	4%	14%	-4%	1%	2%	-0.4	64	i	0.3	-1.8%	-7%
9	Cc1cc([N+](=O)[O-])ccc1NC(=O)CSc1nncn1-c1cccnc1	1%	3%	3%	-7%	10%	1.3	44	i	0.6	-0.5%	-5%
10	CCOc1ccc(NC(=O)Nc2nnc(CC(=O)NCc3ccccc3)s2)cc1	12%	-1%	4%	-5%	2%	1.3	75	i	0.9	-0.4%	-5%
11	CCOC(=O)c1sc(=S)n(C)c1NC(=O)c1ccccc1C	8%	-11%	-6%	8%	6%	-0.6	75	i	0.5	-1.3%	1%
12	O=C(CNS(=O)(=O)c1ccc2ccccc2c1)OCc1nnc(-c2ccccc2)o1	20%	8%	2%	-4%	0%	1.9	65	i	0.6	0.0%	0%
13	COc1cc(C(=O)Nc2nnc(C(C)(C)C)s2)c([N+](=O)[O-])cc1OC	5%	13%	-3%	-3%	14%	0.7	55	i	0.2	-1.8%	-4%
14	C=COCCNC(=S)Nc1cccc(Cl)c1	9%	9%	4%	-4%	7%	-0.3	36	i	0.2	-1.5%	4%
15	COC(=O)Cc1c(C)c2cc(Cl)c(OC(=O)c3ccco3)cc2oc1=O	-11%	-11%	-10%	-12%	14%	2.6	43	i	0.6	-1.5%	7%
16	COc1ccccc1N/C=C(\C#N)c1nc2ccccc2[nH]1	1%	10%	1%	-7%	12%	-0.9	78	i	0.3	1.7%	0%
17	COc1ccc(-c2cc(C(=O)Nc3ccc(S(N)(=O)=O)cc3)c3ccccc3n2)cc1OC	3%	11%	-4%	-8%	-4%	-0.4	80	i	0.2	-0.6%	-5%
18	CCOC(=O)C1CCN(Cc2nc(-c3ccc(OC)c(OC)c3)no2)CC1	12%	-9%	-6%	-5%	10%	2.5	59	i	0.9	2.3%	2%
19	CC(C)CNc1nc(=S)nc(N(C)C)[nH]1	9%	14%	-4%	-4%	13%	-1.3	63	i	5.6	-4.9%	2%
20	CN(CC1CCCO1)S(=O)(=O)c1ccc(C(=O)Nc2ccc([N+](=O)[O-])cc2)cc1 (configuration not stated)	2%	9%	-4%	-5%	7%	1.8	60	i	1.2	0.3%	0%
21	CCOC(=O)C1=C(c2ccccc2)OC(N)=C(C#N)C1c1cccs1 (configuration not stated)	0%	1%	4%	-5%	13%	0.5	81	i	5.3	-3.5%	-3%
22	O=C(COc1cccc2ccccc12)Nc1ccc(Cl)cc1C(=O)O	14%	8%	-3%	-14%	22%	x	x	i	0.4	31µM*	3%
23	Cc1cc(O)c(C2(C(F)(F)F)NCCNC2=O)cc1C (configuration not stated)	12%	-1%	0%	-3%	7%	-0.6	79	i	2.9	-1.9%	1%
24	Cc1ccc(C(=O)CC2C(=O)N(c3ccccc3)C(=S)N2c2ccccc2)cc1 (configuration not stated)	5%	8%	-4%	2%	2%	4.1	58	i	0.7	-1.6%	0%
25	Cc1cc(N2CCCCC2)nc(N2CCOCC2)n1	2%	-8%	3%	-6%	7%	0.6	80	i	1.0	-0.6%	-2%
26	O=C(CSCc1cnn(-c2ccccc2)c1-n1cccc1)NCC1CCCO1 (configuration not stated)	-1%	-2%	-9%	-4%	12%	-0.2	38	i	0.6	2.3%	-2%
27	CCn1c(SCC(=O)N/N=C/c2ccc(OC)c(OC)c2)nc2ccccc21	3%	-11%	-8%	4%	5%	0.8	64	i	1.5	-2.8%	8%
28	COc1cc(CN2CC(=O)N(c3ccc(C)cc3)C2=S)cc(OC)c1OC	12%	-5%	-17%	-1%	-15%	-0.5	65	i	0.7	-1.6%	2%
29	CCOC(=O)c1sc(NC(=O)/C=C/c2c(F)cccc2Cl)nc1C	13%	-3%	-6%	-4%	-2%	1.6	46	i	0.7	3.0%	3%
30	COc1ccc(CNC(=O)c2ccc3ccccc3n2)cc1OC	-7%	18%	10%	-3%	9%	-0.6	50	i	0.3	-0.7%	-2%

# (list continues)
cpd	Compound	GPR55 LPI antagonism	GPR35 arrestin U2OS	PhoP inhibition	LYP inhibition	MgcRacGAP inhibition	NTR1 agonist	NTR1 agonist cell count 20 µM	Myeloid diff MLP	Myeloid diff MLP GFP+ MAC1+ %	HIV peptide binding	Siah-1 displacement
31	CCCn1c(=S)[nH]c2cc(C(=O)N3CCc4ccccc4C3)ccc2c1=O	3%	-8%	7%	-7%	7%	1.1	78	i	0.3	-0.4%	5%
32	CCn1ncc(CN2CCC(C(=O)Nc3cccc(-c4cccc(F)c4)c3)CC2)c1C	8%	21%	-8%	-1%	6%	-0.1	50	i	1.7	0.7%	0%
33	COc1ccc2nc(NC(=O)C3CC(=O)N(c4ccccc4)C3)sc2c1 (configuration not stated)	5%	-10%	16%	4%	8%	1.3	45	i	0.3	1.4%	-2%
34	CC(=O)Oc1ccc(C(=O)[C@H]2[C@H]3C(=O)N(c4ccc5ccccc5c4)C(=O)[C@H]3[C@@H]3C=CC=NN32)cc1	-2%	11%	30%	10%	2%	1.4	67	i	0.4	27%	-1%
35	Cc1cc(=O)n(Cc2ccccc2)c2c(C)cccc12	0%	-7%	x	-5%	12%	4.9	84	i	0.2	-0.6%	3%
36	Cc1cc(-c2nnc(SCC(=O)Nc3ccccc3C(F)(F)F)n2N)n[nH]1	11%	7%	-4%	-12%	2%	0.2	62	i	7.8	1.6%	9%
37	O/N=C/CCn1c(=S)sc2ccccc21	12%	12%	11%	-2%	8%	0.0	64	i	0.8	0.4%	-3%
38	CCn1cnc2c(cnn2-c2ccccc2)c1=O	9%	10%	10%	-6%	10%	0.9	68	i	0.9	-7.0%	1%
39	CC(Sc1nc(-c2ccccc2)cc(=O)[nH]1)C(=O)O (configuration not stated)	-9%	-2%	-10%	-5%	-2%	-0.5	63	i	1.1	-2.2%	-2%
40	COc1cc(CNCCN2CCOCC2)ccc1OCc1ccc(Cl)cc1	12%	6%	-2%	-5%	15%	-0.6	41	i	1.1	0.2%	3%
41	N#Cc1c(-c2cccc(F)c2)cc(-c2ccccc2)nc1Br	x	12%	4%	-5%	-4%	0.1	91	i	0.3	1.2%	-1%
42	COc1ccccc1CNC(=O)c1cccs1	4%	3%	4%	-6%	1%	-1.5	96	i	4.0	-0.3%	1%
43	CC(=O)N1CCN(C(=O)COc2ccc(Br)cc2)CC1	9%	20%	1%	-5%	4%	-0.4	35	i	1.0	-1.6%	-2%
44	Cc1cc(C)n(-c2nnc(C)n2NC(=O)c2cccc(Cl)c2)n1	-5%	-6%	2%	-7%	5%	0.7	73	i	1.6	1.7%	4%
45	O=C(NCc1cc(C(F)(F)F)cc(C(F)(F)F)c1)C1CC(c2cccc(F)c2)=NO1 (configuration not stated)	-12%	24%	-7%	2%	5%	2.0	93	i	1.5	-0.6%	-1%
46	COC(=O)c1cc2c(ccn2-c2ccc(F)cc2)n1CC(C)C	20%	22%	10%	-2%	5%	8.8	81	i	1.0	0.0%	-3%
47	Cc1cc(-c2cc(-c3ccccc3)on2)nc(NC2CCCC2)n1	2%	-3%	-8%	-1%	7%	8.4	85	i	1.3	0.0%	-2%
48	O=S(=O)(c1cccs1)N1CCCc2cccc(O)c21	3%	6%	5%	-10%	6%	0.1	80	i	0.7	-6.3%	-2%
49	COc1ccc(C)c(-n2c(=O)n(Cc3ccccc3)c(=O)c3[nH]cnc32)c1	-2%	4%	-2%	-9%	x	-0.8	60	i	0.8	1.4%	-1%
50	O=C(COC(=O)C1=COCCO1)Nc1ccccc1	-8%	-16%	-8%	-4%	3%	-0.6	32	i	0.2	-0.5%	11%
51	O=[N+]([O-])c1ccc(CSc2ncnc3c2ncn3[C@@H]2O[C@H](CO)[C@@H](O)[C@H]2O)cc1	x	x	-4%	x	2%	2.0	66	i	3.5	x	x
52	O=C(c1cc2cc(Cl)cc(Cl)c2oc1=O)N1CCOCC1	1%	-3%	0%	0%	12%	2.3	44	i	0.8	3.8%	4%
53	CCOc1ccc(C(=O)Nc2ccc(N3CCN(C)CC3)cc2)cc1Br	6%	31%	-22%	-10%	11%	-0.5	59	i	1.0	1.1%	-5%
54	COc1cccc(NC(=O)CC2S/C(=N\S(=O)(=O)c3ccccc3)N(c3ccccc3)C2=O)c1 (configuration not stated)	2%	-4%	21%	-1%	3%	-0.9	60	i	0.7	6.9%	-1%
55	CCn1cc([N+](=O)[O-])c(C(=O)Nc2ccc(Cn3nc(C)cc3C)cc2)n1	15%	1%	-7%	-4%	8%	0.2	84	i	6.1	-1.2%	-4%
56	Cc1ccc(Nc2nc3c(c(=O)[nH]2)CCCC3)cc1	2%	-6%	-3%	-4%	9%	1.5	60	i	7.6	1.9%	7%
57	CCn1nc(C(=O)Nc2ccccc2C)c(Cl)c1Cl	-11%	15%	-7%	0%	8%	-1.8	92	i	0.8	-3.8%	-9%
